HT1080 IDH1KD tx = toxicity to HT-1080 IDH1 knockdown cells (counter line) | HT-1080 IDH1 knockdown viability, ATP luminescence, 48 h | Potency, µM (top dose mostly 46.1 µM), inactives show top-dose activity, negative = toxicity, actives largely listed as cytotoxic | 2% of 360,000 active | AID 686971;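 also: potency is read from the fitted curve at half-maximal effect; 0% = DMSO wells and -100% = cell-free medium wells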
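After a 2 h attachment period, IDH1KD HT-1080 cells took pin-transferred compound for 48 h at 37 °C; ATP-based luminescence after 10 min room-temperature reagent incubation reported viability.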
SW480 rereplic = induces DNA re-replication in SW480 colon adenocarcinoma cells | AID 624297 | SW480 DNA re-replication, Hoechst DNA content imaging, 48 h | 1.8% of 340,000 active | Potency, µM (highest dose often 46.1 µM), for the others: at the highest dose re-replication activation, usual class: activators; also: potency is read from the fitted curve at half-maximal effect; % of control where 0% means no effect; nearly all actives have a fitted effect of over 55% in size
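Image-based read-out: total Hoechst fluorescence of nuclei (405 nm excitation, 500-530 nm emission), with hits raising the fraction of high-intensity nuclei. SW480 colon cells incubated 48 hr with compounds at 37 C.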
KB-V1 cytotox = kills drug-selected multidrug resistant KB-V1 cells; KB-V1 MDR cells viability, CellTiter-Glo, 72 h; Potency, µM (doses to about 46.1 µM), for the others: top-dose activity change, negative = cytotoxicity, actives largely listed as cytotoxic; 3.4% of 400,000 active; AID 1347076; also: potency is read from the fitted curve at half-maximal effect; % is scaled to controls: 0 for no effect and ±100 for the full control effect; nearly all actives have a fitted effect of over 60% in size
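In this primary screen, KB-V1 cells overexpressing P-gp are incubated with library compounds (lowest to highest concentration) for 72 h at 37 degrees C before a luminescent ATP viability read.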
HEK293 tox = cytotoxic in the GLP-1 receptor inverse agonist counter-screen. HEK293 cAMP-luciferase reporter cells, luminescence, 24 h. Potency, µM (series often up to 38.3 µM), for inactives: top-dose activity change, negative = inhibition, hits mostly inhibitors. 0.13% of 410,000 active. AID 624418;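 also: loss of luciferase light is scored as toxicity; potency is read from the fitted curve at half-maximal effect; % is scaled to controls: 0 for no effect and ±100 for the full control effect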
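To flag toxic compounds, the library was rerun on cells for 24 hr at 37 deg C and 5% CO2. Viability-linked luminescence was captured 12 min after adding luciferase detection reagent.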
KB-3-1 cytotox = kills parental KB-3-1 adenocarcinoma cells; 1.4% of 400,000 active; Potency, µM (highest dose often 46.1 µM), for the others: at the highest dose activity change, negative = cytotoxic, most hits filed as cytotoxic; KB-3-1 viability, CellTiter-Glo ATP luminescence, 72 h; also: potency is read from the fitted curve at half-maximal effect; % is scaled to controls: 0 for no effect and ±100 for the full control effect; nearly all actives have a fitted effect of over 60% in size
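Multi-concentration cytotoxicity screen in KB-3-1 cells grown in DMEM lacking phenol red with 10% FBS. After 72 h at 37 °C with compound, ATP-dependent luminescence was recorded.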
D3 ag = agonists of human D3 dopamine receptor; P35462; D3R DiscoveRx beta-arrestin cells, luminescence, 90 min; max activation, %; 0.58% of 410,000 active; AID 652048; in the data active = max activation above about 30%; also: 0% is about no effect; mostly tested at two doses, the higher about 12 µM
Target sequence (P35462 whole entry, looked up): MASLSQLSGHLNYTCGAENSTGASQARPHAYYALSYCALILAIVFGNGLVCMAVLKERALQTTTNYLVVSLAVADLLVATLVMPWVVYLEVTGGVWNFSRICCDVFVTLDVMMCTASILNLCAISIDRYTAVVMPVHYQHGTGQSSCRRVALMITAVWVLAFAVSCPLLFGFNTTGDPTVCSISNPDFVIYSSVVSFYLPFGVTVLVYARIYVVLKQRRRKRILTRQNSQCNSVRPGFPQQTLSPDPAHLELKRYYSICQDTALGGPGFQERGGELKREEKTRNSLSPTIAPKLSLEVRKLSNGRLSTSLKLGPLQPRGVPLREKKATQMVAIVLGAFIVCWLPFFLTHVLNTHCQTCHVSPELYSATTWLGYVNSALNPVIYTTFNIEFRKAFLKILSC
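Agonist mode: compounds and dopamine controls were applied to plated cells for 90 min at 37 degrees C after an overnight attachment at 1500 cells/well. Luminescent read-out followed 30 - 60 minutes at room temperature with DiscoveRx detection reagent.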
HT1080NT lethal = kills 2HG-producing HT-1080-NT fibrosarcoma cells; HT-1080-NT fibrosarcoma viability, CellTiter-Glo ATP luminescence, 48 h; Potency, µM (top dose mostly 46.1 µM), for the others: at the top dose activity, negative = less viability, usual class: cytotoxic; 1.6% of 360,000 active;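 also: NT is the 2HG producing partner of a matched IDH1 knockdown line; potency is read from the fitted curve at half-maximal effect; 0% = DMSO-treated cells and -100% = media-only wells without cells; nearly all actives have a fitted effect of over 55% in size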
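Viability by CellTiter-Glo luminescence after 48 h compound exposure at 37C of HT-1080-NT cells (750/well, RPMI, 5% FBS). % activity scaled between DMSO wells and medium-only wells, then curve-fitted and categorized by curve class.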
IL1B secr inh = inhibitors of inflammasome signaling (IL-1 beta secretion). THP-1 LPS/ATP IL-1B secretion, AlphaLISA, 16 h; hits give low values. activity change, % at 57.5 µM. 4.7% of 360,000 active. AID 743279; in the data active = activity change below about -50%; inconclusive = mostly about -30% to -49%; also: % is scaled to controls: 0 for no effect and ±100 for the full control effect
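Secreted IL-1B measured by AlphaLISA bead assay after 16 h compound exposure of THP-1 cells; compounds (final up to 57.5 uM) added 1 h before LPS (250 ng/mL) and ATP (1.25 mM) stimulation; lower signal means less secretion.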
MCF10A rerep = induces DNA re-replication in MCF 10a normal breast cells; MCF 10A DNA re-replication, Hoechst nuclear intensity, 48 h; Potency, µM (titrated, usually from 46.1 µM), without a hit: at the highest dose activity, positive = re-replication, usual class: activators; 2.9% of 350,000 active; AID 624296; also: potency is read from the fitted curve at half-maximal effect; % of control where 0% means no effect; nearly all actives have a fitted effect of over 50% in size
* marks the source's active call; other numbers are inactive results; u = inconclusive; x = not tested or not shown; [ ] = dose if it differs, or a comment. Unless noted, calls follow the shape of the dose curve; as a rule, active = well fitted curve in the direction sought with a large enough effect; inconclusive = small, poorly fitted or top-dose-only effect, or another doubt; inactive = no such curve, though single readings can be large; an effect the other way counts as inactive or inconclusive.

no. | mol | HT1080 IDH1KD tx | SW480 rereplic | KB-V1 cytotox | HEK293 tox | KB-3-1 cytotox | D3 ag | HT1080NT lethal | IL1B secr inh | MCF10A rerep
1 | CCOc1cc(NS(=O)(=O)c2ccc(NC(C)=O)cc2)c(OCC)cc1NC(=O)c1cccs1 | 12% | -58%[inhibitor] | 2% | -1% | 5% | 3 | 10% | 2 | 9%
2 | CNC(C)C(=O)NC(C(=O)NC(C)C(=O)NNc1ccccc1)C(C)C (stereo not drawn) | u | x | 14% | -29% | 0% | 0 | u | 20 | x
3 | CN1CC(C(=O)O)Cc2c1ccc1ccccc21 (stereo not drawn) | -1% | u | u | 28% | -10% | -7 | -11% | 34 | -1%
4 | Cc1ccc(NC(=O)CN2CCN(C(=O)c3ccco3)CC2)cc1S(=O)(=O)N(C)C | 2% | 0% | u | -13% | -1% | 51* | 0% | 16 | 6%
5 | Cc1ccc(/C=C/C(=O)Nc2ccc(S(=O)(=O)Nc3cc(C)nc(C)n3)cc2)cc1 | 9% | -3% | 0% | -1% | 6% | 1 | 8% | 19 | u
6 | COc1cccc(C(=O)Oc2cc(-c3ccccc3)no2)c1 | 15% | -1% | -2% | -3% | 2% | 4 | 8% | 0 | 4%
7 | O=C1/C(=C\c2ccc(O)cc2)CCC1CNc1ccc(Cl)cc1 (stereo not drawn) | u | 16µM* | u | 2% | 7% | -5 | -15% | -106* | u
8 | CCOc1cc(/C=C/C(=O)c2ccc(OC)c(CN3CCOCC3)c2)cc(Br)c1O | 23µM* | u | u | 9% | u | 1 | u | -96* | u
9 | CCC(C(=O)N1CCC(C(N)=O)CC1)n1nc(C)n2c(cc3occc32)c1=O (stereo not drawn) | 11% | -3% | 0% | -12% | 18% | 5 | 0% | 10 | 1%
10 | CCOC(=O)N1CCN(C(=O)c2ccc3c(=O)n(CCC4=CCCCC4)c(=O)[nH]c3c2)CC1 | -4% | -1% | 0% | 0% | -14% | -3 | -1% | u | 14%
11 | CC(C)C[C@@H](CN1CCC[C@H]1CN1C(=O)C(=O)NC[C@@H]1Cc1ccc(O)cc1)N1C[C@H](Cc2ccc(O)cc2)N(CC2CCCCC2)C(=O)C1=O | -22% | x | -20% | 10% | 14% | 5 | u | 0 | x
12 | CCN(CC)C(=O)c1ccc2c(=O)n(Cc3ccc4c(c3)OCO4)c(=S)[nH]c2c1 | -2% | -20% | -6% | -7% | u | 6 | -1% | -8 | 2%
13 | CCS(=O)(=O)N1CCN(C(=O)c2cccc(OC)c2)CC1 | 18% | -4% | 2% | 13% | -2% | -1 | 15% | 14 | 0%
14 | COCCNC(=O)CCN1N=C(c2ccccc2)CCC1=O | 8% | -2% | 6% | 6% | 9% | -3 | 16% | -6 | 0%
15 | Cc1ccc(-n2c(=O)c3c4c(sc3n(Cc3cccc(Cl)c3)c2=O)CCC4)cc1C | x | x | 3% | 18% | 5% | -13 | x | x | x
16 | Cc1ccc(S(=O)(=O)N2CCN(CCNC(=O)C(=O)NCc3ccccc3)CC2)cc1 | 5% | u | u | 21% | u | -14 | 0% | 0 | 6%
17 | CCN(CC)S(=O)(=O)c1ccc(Oc2ccccc2OC)cc1 | -21% | -3% | -12% | 3% | -17% | -11 | -4% | 0 | u
18 | Cc1ccccc1-c1cc2nc(Oc3cccc(F)c3)n(C)c(=O)c2s1 | -1% | x | u | 5% | -2% | 0 | 15% | -9 | x
19 | CC1(OC(=O)CCc2ccccc2)C(=O)C=C2C=C(c3ccc(C#N)cc3)N(c3ccccc3)C=C2C1=O (stereo not drawn) | -3% | -2% | -1% | 0% | -1% | -20 | -4% | 9 | -3%
20 | COc1ccc(N2C(=O)CC(N3CCN(Cc4ccc5c(c4)OCO5)CC3)C2=O)cc1 (stereo not drawn) | 13% | -2% | -2% | -2% | 16% | -9 | 13% | -3 | -4%

Compound profiles (already shown). Screens in order: HT1080 IDH1KD tx	SW480 rereplic	KB-V1 cytotox	HEK293 tox	KB-3-1 cytotox	D3 ag	HT1080NT lethal	IL1B secr inh	MCF10A rerep
CCOc1cc(NS(=O)(=O)c2ccc(NC(C)=O)cc2)c(OCC)cc1NC(=O)c1cccs1 reads 12%	-58%[inhibitor]	2%	-1%	5%	3	10%	2	9%
Cc1ccc(/C=C/C(=O)Nc2ccc(S(=O)(=O)Nc3cc(C)nc(C)n3)cc2)cc1 reads 9%	-3%	0%	-1%	6%	1	8%	19	u
CCOc1cc(/C=C/C(=O)c2ccc(OC)c(CN3CCOCC3)c2)cc(Br)c1O reads 23µM*	u	u	9%	u	1	u	-96*	u
CNC(C)C(=O)NC(C(=O)NC(C)C(=O)NNc1ccccc1)C(C)C (stereo not drawn) reads u	x	14%	-29%	0%	0	u	20	x
COc1ccc(N2C(=O)CC(N3CCN(Cc4ccc5c(c4)OCO5)CC3)C2=O)cc1 (stereo not drawn) reads 13%	-2%	-2%	-2%	16%	-9	13%	-3	-4%

(more compounds)
no. | mol | HT1080 IDH1KD tx | SW480 rereplic | KB-V1 cytotox | HEK293 tox | KB-3-1 cytotox | D3 ag | HT1080NT lethal | IL1B secr inh | MCF10A rerep
21 | CCS(=O)(=O)Nc1cccc(C(=O)O)c1 | 1% | -3% | u | -6% | -2% | -4 | -3% | -13 | 5%
22 | O=C1CC(c2cccc(Cl)c2)CC(O)=C1C=Nc1cccc(Cl)c1 (stereo not drawn) | 0% | -2% | -1% | 12%[1.53 µM] | -2% | 5 | -3% | -2 | 2%
23 | C=CCNc1cc(N2CCCC2)ccc1[N+](=O)[O-] | 12% | 4% | 2% | -24% | 8% | 11 | 3% | 36 | 6%
24 | CCN(CC)S(=O)(=O)c1ccc(NS(=O)(=O)c2ccc(F)cc2)cc1 | -1% | 13% | 4% | 67%[activator] | -3% | 0 | 0% | 20 | 24%
25 | COc1nc(N(C)S(=O)(=O)c2ccc(C)cc2)nc(C)c1Br | 6% | -2% | -41% | 2% | u | 9 | 3% | 11 | 0%
26 | Cc1ccc(/C(N)=N/OC(=O)c2ccco2)cc1 | 10% | -2% | 8% | 1% | -1% | 1 | 19% | 12 | 7%
27 | CCn1nnc2cc(C(=O)Nc3ccc(C(=O)OC(C)C)cc3)ccc21 | 0% | -1% | 0% | -8% | 1% | 2 | 0% | 18 | 12%
28 | Cn1c(SCC(=O)c2ccccc2)nnc1-c1ccco1 | 19% | 3% | 4% | -10% | 14% | -1 | 11% | 2 | u
29 | N#C/C(=C/c1ccc(OCc2ccccc2)cc1)C(=O)NC1CCCCC1 | 15% | 0% | -19% | 0% | -10% | -5 | 11% | -9 | 30%
30 | C/C(=C\C(=O)c1ccccc1)NNc1nc2ccccc2s1 | -5% | 0%[9.22 µM] | -2% | -7% | 19% | 1 | -21% | -16 | 8%
31 | COc1ccc(OCCNC(=O)c2cc(C3CC3)nc3c2cnn3C(C)C)cc1 | -13% | -6% | 8.2µM* | -26% | -11% | -7 | -1% | -12 | -3%
32 | O=C(NCCCCC(NC(=O)c1ccc([N+](=O)[O-])cc1)C(=O)O)c1ccc([N+](=O)[O-])cc1 (stereo not drawn) | 20% | -3% | -1% | 2% | -5% | -10 | 2% | -5 | 3%
33 | COc1ccc(Cn2c(=O)[nH]c3cc(C(=O)NCCCN4CCCC4)ccc3c2=O)cc1 | 0% | u | -2% | 62%[activator] | 2% | -1 | -3% | -6 | 21%
34 | C=CCn1c(SCC(=O)N(C)C2CCS(=O)(=O)C2)nc2ccccc2c1=O (stereo not drawn) | -5% | 7% | 1% | 0% | -4% | 2 | -7% | -4 | -7%
35 | CN(C)C(=O)C[n+]1ccc(/C=N/O)cc1 | 11% | -3% | 1% | 19% | 4% | 3 | -2% | 0 | 0%
36 | CC(=O)N(C)C[C@H]1Oc2cc(Br)ccc2S(=O)(=O)N([C@H](C)CO)C[C@@H]1C | 16% | x | 17% | -1% | 10% | 1 | 14% | 7 | x
37 | O=C(Nc1ccc(F)cc1F)NC1CC1 | 0% | -2% | 3% | 16% | 7% | 4 | -2% | 10 | -2%
38 | O=C(Cc1cccs1)NCc1ccc2c(c1)OCO2 | 0% | -2% | 8% | 25% | 17% | -3 | 4% | 14 | 0%
39 | COc1cccc(Nc2nc(C(C)N)cs2)n1 (stereo not drawn) | -8% | x | -4% | 0% | 0% | -7 | u | -18 | x
40 | COc1ccc(C(=O)c2c3ccc(C(F)(F)F)cc3[n+]([O-])n2CCCN)cc1 | -2% | 1% | -8% | 1% | 6% | -2 | -15% | -7 | -1%
41 | CN1C(=O)NC(=O)C1c1ccccc1 (stereo not drawn) | -10% | -4% | u | -1% | -8% | 7 | 3% | -8 | -30%[inhibitor]
42 | COCCCNC(=O)CCCn1c(=O)c2ccccc2n(CC(=O)Nc2c(C)cccc2C)c1=O | 10% | 1% | 11% | -13% | 0% | 5 | 5% | 18 | 0%
43 | Cc1cccc(NC(=O)c2onc3c2CCCC3)n1 | u | -9% | 13µM* | 9% | u | -3 | -28% | -3 | 4%
44 | CCOc1ccc(CCN2C(=O)c3cccnc3C2=O)cc1OCC | 27% | 0% | u | 10% | 3% | -10 | 18% | 0 | -1%
45 | CCCCC(=O)NNC(=S)NC(=O)CCC | -13% | -1% | -5% | 0% | 13% | 1 | -10% | -95* | u
46 | Cc1ccc2c(NC(=O)c3ccco3)cccc2n1 | -1% | 17% | -7% | -2% | u | -7 | 0% | 8 | -2%
47 | Cc1csc(=O)n1CC(=O)OCC(=O)Nc1ccc(Cl)cc1F | 12% | -7% | 1% | -1% | -3% | -4 | 5% | -18 | -3%
48 | Cc1ccccc1-c1nc(CS(=O)(=O)CC(=O)Nc2cccc(C(F)(F)F)c2)c(C)o1 | x | x | -4% | 2% | 6% | -15 | x | x | x
49 | CCOC(=O)Cc1csc(Nc2ccc(Cl)cc2)n1 | 6% | 6% | 2% | -22% | 6% | -5 | -4% | 18 | -2%

High-throughput results deposited in PubChem by National Center for Advancing Translational Sciences (NCATS).
